# Bioassay records as filed in PubChem.
# Dicer processing – inhibitors of human Dicer processing of pre-microRNA | Q9UPY3 | cat-ELCCA pre-miR-21 Dicer processing, chemiluminescence; active compounds read high | z-score at 25 µM | hit rate 6% among 47,000 | AID 1347074; in the data active means z-score above about 3, passing the limit was not always enough;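 further: plate controls were vehicle for no effect and no enzyme for full effect; higher signal means more uncleaved substrate so more Dicer inhibition; strong numbers were not always called active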
# Active calls of the source: *.
SMILES,Dicer processing
COCCNS(=O)(=O)c1ccc2c(c1)n(C)c(=O)n2C,0.91
CC12N=NCC1C(=O)N(c1ccc(F)cc1)C2=O (configuration not stated),1.9
CN(C)c1scc(-c2ccc(Cl)cc2)c1C#N,-1.1
Cc1nn(-c2ccccc2)nc1CNC(=O)c1ncoc1-c1ccccc1,0.48
O=C1c2oc3ccc(Cl)cc3c(=O)c2C(c2cccc(O)c2)N1Cc1ccc(F)cc1 (configuration not stated),1.4
CCCCCOC(=O)C1=C(C)NC2=C(C(=O)CCC2)C1c1ccccc1OC(C)C (configuration not stated),-0.33
O=C1CC(Sc2nnc(-c3ccccc3O)o2)C(=O)N1c1ccccc1 (configuration not stated),0.86
CCSC1=N/C(=C\c2cccc(F)c2)C(=O)S1,-0.7
CN(C)c1nc(C(=O)O)nc(N2CCOCC2)n1,3.4*
N#C/C(=C\N)S(=O)(=O)c1ccc(Cl)cc1,0.02
CC(C)(C)c1cc(C(C)(C)C)n(-c2ccc(C(=O)NN)cc2)n1,-1.1
O=C(O)c1ccccc1S(=O)c1cccc2cccc(CO)c12 (configuration not stated),-1
N/C(=N\OCc1c(Cl)cccc1Cl)c1ccc(Cl)cc1,-0.1
O=c1c(=O)n2c(nn1CN1CCCCC1)sc1ccccc12,4.1*
COCCOC(=O)c1c(C)oc2ccc(O)cc12,1.3
C#CC1(NS(=O)(=O)c2ccc(Sc3ccccc3N)c([N+](=O)[O-])c2)CCCCC1,-0.71
N#Cc1c(-c2ccccc2)nc(SCc2ccccc2)[nH]c1=O,0.36
COc1ccccc1C1=Nc2cccc3cccc(c23)N1,-0.3
O=c1oc2c(-c3ccc(Cl)cc3)cc(O)cc2s1,12*
Cc1ncc([N+](=O)[O-])n1CC(O)CCl (configuration not stated),-0.8
O=C(c1ccncc1)N1CCN(Cc2ccco2)CC1,1.2
O=c1cc(-c2ccccc2)nc2nc(C(F)(F)F)[nH]n12,-2.4
COc1ccc(/C(C)=N/OC(=O)c2ccc(Cl)cc2)cc1CSc1ccccn1,0.5
Cc1nc2ccccn2c1C(=O)NNS(=O)(=O)c1ccc(-c2ccccn2)s1,-1.2
Nc1nnc(CCS(=O)(=O)c2ccc(Cl)cc2)s1,0.81
CCCc1ccc(OC)cc1NC(C)=O,-1.2
Cn1nc(C2CC2)cc1NC(=O)COc1ccc(Cl)cc1Cl,-0.33
CCN(CC)c1ccc(C2C(C#N)=C(C)NC3=C2C(=O)CC(C)(C)C3)cc1 (configuration not stated),-0.42
COC(=O)C1C(=O)CC(C)(O)C(C(=O)OC)C1c1ccc(OC)cc1 (configuration not stated),1.6
CCCCOC(=O)C1=C(C)NC2=C(C(=O)CCC2)C1c1ccc(OCC)c(OC)c1 (configuration not stated),0.07
CCSCCOC(=O)C1=C(C)NC2=C(C(=O)CCC2)C1c1ccc(Cl)cc1 (configuration not stated),4.2*
Cc1ccc2nc(-c3cc4ccccc4o3)oc(=O)c2c1,-0.92
COCCOC(=O)C1=C(C)NC2=C(C(=O)CC(c3ccccc3)C2)C1c1cccc(OC)c1OC (configuration not stated),7.2*
CCCOc1ccc(C2c3c(oc4cc(C)c(C)cc4c3=O)C(=O)N2CCCN(C)C)cc1 (configuration not stated),0.32
CC(C)C[C@H](NS(=O)(=O)c1ccc(Br)cc1)C(=O)O,1.3
Cc1ccc(C2CC(C(F)(F)F)n3nc(C(=O)N4CCCCC4)c(Cl)c3N2)cc1 (configuration not stated),0.49
COC(=O)c1ccc([C@@H]2Nc3ccc(F)cc3[C@@H]3C=CC[C@@H]32)cc1,0.68
O=C(NC(Sc1ncccn1)C(=O)c1ccccc1)c1ccccc1 (configuration not stated),-0.62
CCNc1nc(NCC)nc(-n2nc(C)cc2C)n1,2
CCOC(=O)c1c(SC)nc2c(C(F)(F)F)cccc2c1N1CCOCC1,-0.09
C=CCNC(=O)N1CC(Oc2ccc(Cl)cc2)C1,-0.53
COc1ccc(-c2cc(C(F)(F)F)n3nc(C(=O)NCC4CCCO4)c(Cl)c3n2)cc1OC (configuration not stated),0.18
Cn1cnc([N+](=O)[O-])c1N1CCC(C(N)=O)CC1,-1.6
CCc1nnc(NC(=S)NC(=O)c2ccccc2)s1,-0.73
O=c1c2ccccc2nc2n1CCN2Cc1ccc(Cl)cc1,-1
COC(Cn1c(SCC(=O)c2ccccc2)nnc1-c1ccccc1)OC,2.6
CN(C)C(=S)Nc1ccc(Cl)cc1,0.34
CC1(C)CC(=O)C(C=Nc2ccc(F)cc2F)=C(O)C1,7.5
CC1(C)CC(CCN)(c2ccc(F)cc2)CCO1 (configuration not stated),-0.64
CCN(CC)C(=S)Oc1c(C)c(C)nc(=S)n1CCCOC,9.4*

# 3 entries already listed, sorted by length of the SMILES, ascending.
SMILES,Dicer processing
C=CCNC(=O)N1CC(Oc2ccc(Cl)cc2)C1,-0.53
CC1(C)CC(=O)C(C=Nc2ccc(F)cc2F)=C(O)C1,7.5
COC(Cn1c(SCC(=O)c2ccccc2)nnc1-c1ccccc1)OC,2.6

# By substructure, those above with four or more nitrogen atoms (11)
SMILES,Dicer processing
Cc1nn(-c2ccccc2)nc1CNC(=O)c1ncoc1-c1ccccc1,0.48
CN(C)c1nc(C(=O)O)nc(N2CCOCC2)n1,3.4*
CC(C)(C)c1cc(C(C)(C)C)n(-c2ccc(C(=O)NN)cc2)n1,-1.1
O=c1c(=O)n2c(nn1CN1CCCCC1)sc1ccccc12,4.1*
O=c1cc(-c2ccccc2)nc2nc(C(F)(F)F)[nH]n12,-2.4
Cc1nc2ccccn2c1C(=O)NNS(=O)(=O)c1ccc(-c2ccccn2)s1,-1.2
Cc1ccc(C2CC(C(F)(F)F)n3nc(C(=O)N4CCCCC4)c(Cl)c3N2)cc1 (configuration not stated),0.49
CCNc1nc(NCC)nc(-n2nc(C)cc2C)n1,2
COc1ccc(-c2cc(C(F)(F)F)n3nc(C(=O)NCC4CCCO4)c(Cl)c3n2)cc1OC (configuration not stated),0.18
Cn1cnc([N+](=O)[O-])c1N1CCC(C(N)=O)CC1,-1.6
CCc1nnc(NC(=S)NC(=O)c2ccccc2)s1,-0.73

# Later entries
SMILES,Dicer processing
CSC(=Nc1ccccc1)Nc1ccccc1,-0.78
COc1ccc(N2CSCc3nc4ccccc4n3C2)cc1,-0.04
O=C(CSc1nnc(-c2ccco2)o1)c1ccc(Br)cc1,-2.3
CCC1Oc2ccccc2C(=O)NC1=O (configuration not stated),1.1
CCN(CC)C(=S)Oc1ccc(I)cc1,2.5
CC(Nc1ccc(C(F)(F)F)cc1[N+](=O)[O-])c1ccccc1 (configuration not stated),1
CCN1/C(=C/C=C/c2sc3cc(NC(C)=O)ccc3[n+]2CC)Sc2cc(NC(C)=O)ccc21,-1.3
Cc1ccc(-n2nc(C)c3c(C)cc(=O)oc32)cc1Cl,0.61
COc1ccc(-c2c(N)nc(-c3ccc(Cl)cc3)nc2SC)cc1,1.3
CCOC(=O)c1sc(SCc2ccc(Cl)cc2)c(S(=O)(=O)C(C)C)c1-n1cccc1,-0.02
O=[N+]([O-])c1cccnc1NC1CCN(Cc2ccccc2)CC1,2.1
CC(C)(C)c1cc(C(=O)O)nn1-c1ccccc1,0.69
Cc1nc(SCC(=O)c2ccc(O)c(O)c2)n[nH]1,0.45
Fc1ccc(CN2CCCN(Cc3ccc(F)cc3)C2c2ccc3c(c2)CCO3)cc1,-0.74
O=C1CC2(CCCc3ccccc32)C(=O)N1CN1CCOCC1 (configuration not stated),1.8
CCN(Cc1cc(OC)c(OC)c(OC)c1)S(=O)(=O)c1cc(Cl)c(Cl)cc1Cl,0.68
Cc1noc(C)c1S(=O)(=O)N(C)Cc1ccccc1,-0.87
CCOC(=O)C1=NNC2C(=O)N(c3cccc(Cl)c3C)C(=O)C12 (configuration not stated),1.6
N#C/C(=C\c1ccc(Cl)cc1)S(=O)(=O)Cc1ccco1,-0.03
Cc1ccc(Cc2cn3cc(-c4ccc(Cl)cc4)nc3s2)cc1,1.5
CN(C)S(=O)(=O)N(CC(=O)NCCC1=CCCCC1)c1ccccc1,-1.9
COc1ccccc1C1C(C(=O)OCC(C)C)=C(C)NC2=C1C(=O)CC(c1ccccc1)C2 (configuration not stated),5*
Cc1ccc(-c2cc(-c3ccc(F)cc3)nc(N)c2C#N)o1,-1.1
CCN(CC)CCCNc1ncnc2scc(-c3ccc(F)cc3)c12,0.76
COc1ccc(C2C(C(=O)OCC3CCCO3)=C(C)NC3=C2C(=O)CC(C)(C)C3)cc1O (configuration not stated),-0.23
CSc1nc(/N=C/N(C)C)n(-c2c(Cl)cc(Cl)cc2Cl)n1,0.54
C#CCOc1ccc(C2CC(=O)Nc3n[nH]c(-c4ccccc4)c32)cc1OC (configuration not stated),3.2
CCOC(=O)CS(=O)(=O)C(c1ccccc1)S(=O)(=O)CC(=O)OCC,-1.3
CC(C)Oc1ccc2c(=O)c(-c3ccccc3)coc2c1,-0.75
CCc1[nH]nc2c1C(c1ccc(Cl)cc1)C(C#N)=C(N)O2 (configuration not stated),-5.6
Cc1c(S(=O)(=O)NC2CCCCNC2=O)sc2ccc(Cl)cc12 (configuration not stated),1.3
CC(C)(C)c1ccc(C(=O)c2cccs2)s1,-0.41
CCCCc1nc2sc(C(=O)OCC)c(N)c2c2c1COC(C)(C)C2,0.51
O=C(c1sc2cc(F)ccc2c1Cl)N1CCc2ccccc2C1,1.7
COc1cc(C=Nc2ccc(C)c(NC(C)=O)c2)cc(OC)c1OC,-1.6
CCOC(=O)/C(C#N)=C/NC1CCCCNC1=O (configuration not stated),-1.6
C=CCNC(=S)NNC(=O)c1ccc(S(=O)(=O)N(CCC)CCC)cc1,-0.28
Cc1cc(NC(=O)CSc2nccc(=O)[nH]2)no1,-1.8
O=C(Nc1ccc(OC(F)(F)F)cc1)Nc1ccc(Sc2ccc(Cl)cc2)nc1,-1.1
CN(C)CCCNCCCNC(=O)c1ccccn1,0.14
CC1CCN(Cc2cc(Cl)c(O)c3ncccc23)CC1,-0.42
Cn1nc2c3ccccc3n(Cc3ccccc3)c2nc1=S,-0.43
Cc1nc(-c2nc(C)c(Cl)c(=O)[nH]2)cs1,0.43
COC(=O)C1CCN(S(=O)(=O)c2ccc(Cl)cc2)CC1,8.9
COc1cc(Cl)ccc1N=Cc1c(O)c2c(=O)n(C)c(=O)n(C)c2n(C)c1=O,0.17
CCCCN1C(=O)C(NC(C)=O)c2cc(C)cc(C)c21 (configuration not stated),-0.97
COc1cccc2c1c(NC(=O)c1cnn(-c3ccc(F)cc3)c1C)nn2C,1.2
CC1=C(C(=O)OCc2ccccc2)C(c2ccc3c(c2)OCO3)C2=C(CCCC2=O)N1 (configuration not stated),-0.27
N#C/C(=C\Nc1ccc(C(F)(F)F)cc1Cl)C(=O)c1ccsc1,0.64
CC1=C(C(=O)OCC(C)C)C(c2ccccc2F)C2=C(CC(c3cccs3)CC2=O)N1 (configuration not stated),0.28

# Later entries:
SMILES,Dicer processing
CCOc1ccc(C2c3c(oc4ccc(C)cc4c3=O)C(=O)N2c2nccs2)cc1 (configuration not stated),0.25
C=CCN1C(=O)C(O)(CC(=O)c2ccc(C)o2)c2ccccc21 (configuration not stated),1.1
CCOC(=O)NNC(=S)Nc1ccc(Cl)cc1Cl,-0.56
CCN1C(=O)C2(/C(=C(/O)c3ccc(OC)c(C)c3)C(=O)C(=O)N2CCN(C)C)c2ccccc21 (configuration not stated),-4
COc1cc(/C=N/N=C2/NC(=O)CS2)cc(OC)c1,0.79
Cc1cc(C)nc(NC(=O)CN2C(=O)C3CCCCC3C2=O)n1 (configuration not stated),1.6
C=C1SC(=Nc2cccc(OC)c2)N(C(=O)c2c(F)cccc2F)C12CCCCC2,-1.4
CCN1C(=O)N(CC)C2C1N(CC)C(=O)N2CC (configuration not stated),0.37
Cc1ccc(-c2nn(CC(=O)c3ccccc3)c(=O)c3ccccc23)cc1,-0.57
CCC(=O)N1CC(C)C(=O)N(C(=O)CC)c2ccccc21 (configuration not stated),-0.46
O=C1NCCCCC1NS(=O)(=O)c1ccc(-c2ccccn2)s1 (configuration not stated),-0.57
COC(=O)c1sc2nc(C(OC)OC)ccc2c1N,0.4
CCCN(CCC)CCc1cccc2c1CC(=O)N2,0.21
COc1ccc2oc(C(=O)CCC(=O)O)c(N)c2c1,1.7
COC(=O)c1c(N)n(CCc2ccccc2)c2nc3ccccc3nc12,-6.3
O=C(Nc1ccc(F)cc1)c1csc2c1CCCC2,0.54
CN(/N=C/c1ccc(Cl)cc1)c1ncc(Cl)cc1C(F)(F)F,-0.11
COc1cc2c(cc1OC)C1(CCCC1)CNC2C (configuration not stated),-0.98
O=C(O)/C=C\C(=O)Nc1cccc2c1CCCC2,0.12
CCCCc1c(O)nc2ccccn2c1=O,1.1
O=C(Nc1ccc2c(c1)COCO2)c1sc2ccccc2c1Cl,-0.41
Nc1nc2c(c(=O)[nH]1)C(c1ccc3c(c1)OCO3)CC(=O)N2 (configuration not stated),3.5
COC(=O)CSC1=C(C#N)C(c2ccc(C(C)C)cc2)CC(=O)N1 (configuration not stated),2.3
CCSC1=C(C#N)C(=O)NC(c2ccc(O)c(OC)c2)S1 (configuration not stated),-0.13
Cc1c(C(=O)NCCCN2CCC(C)CC2)sc2ncn(CC(=O)N3CCCCC3C)c(=O)c12 (configuration not stated),-1.3
O=C1CCCC2=C1C(c1cccc(O)c1)n1ncnc1N2 (configuration not stated),0.53
Cn1c(=O)c(Nc2ccc(Cl)cc2)c2c3c(cccc31)C(=O)c1ccccc1-2,0.85
O=C1CC(/C=C/c2ccccc2)(Nc2ccc([N+](=O)[O-])cc2)C(=O)N1C1CCCCC1 (configuration not stated),-0.42
CCOc1ccc(C2c3c(oc4ccc(F)cc4c3=O)C(=O)N2Cc2ccc3c(c2)OCO3)cc1 (configuration not stated),0.97
Cc1nn(CCC#N)c(C)c1Sc1ncccn1,-2.6

# In a second layout: 2 of the compounds above
> CN(/N=C/c1ccc(Cl)cc1)c1ncc(Cl)cc1C(F)(F)F
  Dicer processing: -0.11
> O=C(Nc1ccc2c(c1)COCO2)c1sc2ccccc2c1Cl
  Dicer processing: -0.41

# Not all compounds are listed; the hit share may differ from the screen's.
